Pemphigus Ab inh: inhibitors of pemphigus antibody binding to human desmoglein-3. DSG3-coupled beads, scFv-anti-DSG3-GFP binding, flow cytometry; active compounds read low. binding (percent of control), % at 10 µM. 310,000 tested, 0.48% active. AID 588358;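 active = binding more than 3 SD below its plate's average and above zero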;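 note: hits lower antibody fragment binding to DSG3; some compounds called inactive have numbers as strong as hits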
Ecoli viability: counter-screen for AddAB inhibitors: E. coli growth inhibition; E. coli V3065 growth, OD600 absorbance, 18 h; inhibition, % at 11.9 µM; 330,000 tested, 0.27% active; AID 449728;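 active = inhibition above the campaign's mean inhibition across all tested compounds plus 3 SD, cut at about 9.9% in these data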;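 note: uninfected addAB+ strain grown without phage in ampicillin broth; 0% = DMSO wells and 100% = ciprofloxacin 0.95 µg/ml wells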
OPRM1-OPRD1 inv: mu-delta opioid heterodimer inverse agonism | inhibition, % at 9.3 µM | cell-based MOR-DOR heterodimer luminescence | 340,000 tested, 0.21% active | AID 504357; in the data active = inhibition above about 22%, passing the limit was not always enough;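 note: 0% = cells with DMSO and 100% = wells without cells with DMSO; values of inactives mirror those of a sister screen read the other way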
PKA-R1A activ: activates the PKA-R1A holoenzyme complex | AID 504707 | PKA-R1A dissociation, Cy5-IP20 fluorescence polarization; scaled: DMSO 0%, 113 µM cGMP 100% | activation, % at 11.4 µM | 340,000 tested, 0.083% active | P00514+P68181;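 active = percent activation above the mean of all tested compounds plus 3 SD, cut at about 19% in these data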;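 note: higher means more PKAc released from R1A so a rise in polarization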
OPRM1-OPRD1 ag: OPRM1-OPRD1 heterodimerization agonism; P35372+P41143; activation, % at 9.3 µM; 340,000 tested, 0.3% active; cells, luminescence; in the data active = activation above about 18%;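 note: 0% = vehicle-treated cells and 100% = reference agonist; values of inactives mirror those of a sister screen read the other way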
PfHsp90 yeast 2: reduces growth (ATP signal) of yeast expressing P. falciparum Hsp90; AID 504621; inhibition, % at 9.4 µM; S. cerevisiae expressing PfHsp90, BacTiter-Glo ATP, 48 h; yeast lacking PDR1 and PDR3 efflux regulators; 310,000 tested, 0.32% active;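 active = every replicate shows inhibition above about 80%, whatever the replicate mean, limit read from the data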;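 note: 0% = DMSO neutral controls and 100% = 20 µM radicicol positive controls; yeast relying on Plasmodium falciparum Hsp90 in place of its own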
HTR5A inv ctr: inverse agonist of human HTR5A in OPRM1-OPRD1 counter-screen | AID 504634 | 340,000 tested, 0.083% active | HTR5A cell line, luminescence, inverse agonism | P47898 | inhibition, % at 9.3 µM; in the data active = inhibition mostly above about 23%, no sharp cut-off; inactive = mostly below about 18%;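 note: 0% = cells with DMSO and 100% = no-cell wells with DMSO; some compounds called inactive have numbers as strong as hits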
Target sequence (P47898 whole entry, looked up): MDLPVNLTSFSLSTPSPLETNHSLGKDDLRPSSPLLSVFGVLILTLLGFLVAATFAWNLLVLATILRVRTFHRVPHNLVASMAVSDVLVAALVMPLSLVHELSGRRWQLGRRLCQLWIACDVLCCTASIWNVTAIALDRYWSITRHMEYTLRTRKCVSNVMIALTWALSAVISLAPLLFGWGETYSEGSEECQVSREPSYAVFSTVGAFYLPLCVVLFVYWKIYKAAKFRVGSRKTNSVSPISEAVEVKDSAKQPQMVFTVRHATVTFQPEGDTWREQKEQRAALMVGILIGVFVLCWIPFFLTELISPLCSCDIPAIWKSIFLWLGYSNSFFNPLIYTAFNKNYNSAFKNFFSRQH
HTR5A ag ctr: activates human HTR5A in OPRM1-OPRD1 agonist counter-screen | P47898 | HTR5A agonist assay, luminescence, cell-based | activation, % at 9.3 µM | 340,000 tested, 0.61% active | AID 504692; in the data active = activation mostly above about 9.5%, no sharp cut-off; inactive = mostly below about 7.6%;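 note: 0% = cells with vehicle only and 100% = reference agonist; strong numbers were not always called active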
AddAB inh: less growth of phage-infected E. coli with AddAB; E. coli expressing H. pylori AddAB, absorbance growth; inhibition, % at 11.9 µM; 330,000 tested, 0.29% active; AID 435030; in the data active = inhibition above about 12%;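 note: 0% = vehicle wells of infected cells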
phage Ecoli inh: E. coli growth loss with phage present; growth absorbance; inhibition, % at 11.9 µM; 360,000 tested, 0.26% active; AID 651602; in the data active = inhibition above about 11%
SUMO Mot1 rescue: SUMOylation pathway inhibition by Mot1-301 growth rescue; S. cerevisiae Mot1-301 growth rescue, ATP luminescence, 38.5C; percent above DMSO median, 100 means doubled; growth rescue, % at 18.8 µM; 320,000 tested, 1% active; AID 2716;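 active = every valid replicate shows activation above 250% relative to neutral control wells; inactive = the rest, any valid replicate at or below 250%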;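 note: OY570 slx delta 5 strain wells were the positive control but not used for scaling; some compounds called inactive have numbers as strong as hits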
The depositor's hits bear a star; x = no result given.

SMILES	Pemphigus Ab inh	Ecoli viability	OPRM1-OPRD1 inv	PKA-R1A activ	OPRM1-OPRD1 ag	PfHsp90 yeast 2	HTR5A inv ctr	HTR5A ag ctr	AddAB inh	phage Ecoli inh	SUMO Mot1 rescue
Cc1ccc(-c2cnc3ccccc3n2)cc1C	100	0.6	-2	4	0.5	-3	12	-3	-0.3	1.3	219
Cc1cc(C)n2[nH]c(=O)c(N=Nc3ccc(S(N)(=O)=O)cc3)c2n1	97	1.1	19	-14	-3.8	-6	1	0	0.9	0.2	10
O=C(CCC(=O)c1ccc(F)cc1)NC1CCCN(Cc2ccccc2F)C1 (stereo not given)	118	-2.6	7	-1	-1.4	-4	-16	4	4.2	2.4	342
COc1ccc(NC(=O)CSc2n[nH]c(C)c2[N+](=O)[O-])cc1	114	5.4	3	-2	-0.6	-36	-18	6	6.7	4.7	-10
C=CCn1c(N)cc(=O)nc1SC(C)C(=O)Nc1ccc(C(=O)OCC)cc1 (stereo not given)	111	3.2	9	6	-2.9	4	-2	1	-1.9	-0.9	9
CCCn1c(SCC(=O)Nc2cccc(C)n2)nnc1C(C)C	111	-1.8	x	x	x	9	x	x	2.4	4.0	-14
Cc1ccc(S(=O)(=O)N(C)C)cc1NC(=O)c1cc(-c2ccncc2)nc2ccccc12	108	-0.3	-7	5	1.9	x	5	3	2.0	-0.5	9
Cc1ccccc1OCC(=O)Nc1ccc(N2CCN(C(=O)C(C)C)CC2)c(Cl)c1	102	-0.1	-2	-9	0.3	-23	-10	4	-1.2	2.7	-19
Cc1ccc(C(=O)N/C(=C/C=C\c2ccccc2)C(=O)NCc2ccco2)cc1	135	-1.6	27	0	-5.7	-6	1	-6	1.8	2.7	550
O=C(CCS(=O)(=O)c1cccc2nonc12)NC1CCCCCC1	x	-1.5	6	-1	-1.1	14	-27	10	-0.3	1.5	18
CCCCN(C(=O)c1cc(OC)c(OC)c(OC)c1)C1=CC2CCC(C1)N2C (stereo not given)	105	1.4	0	-3	0.1	-8	5	-2	4.5	0.2	-4
CN(CCc1ccccc1)C(=O)c1ccc(NC(=O)Cc2ccc(NC(=O)C3CCCN(C(=O)C4CCCCC4)C3)cc2)cc1 (stereo not given)	103	x	3	6	-0.7	27	-12	3	x	1.5	x
COc1ccc(NC(=O)CCC(=O)N/N=C/c2ccncc2)cc1	101	-0.3	4	-3	-0.8	-14	-11	1	0.6	-2.3	62
Cn1cccc1/C=N/n1c(-c2ccc(Cl)cc2)n[nH]c1=S	111	2.4	10	6	-2.0	x	-6	3	3.4	1.3	-8
O=C1CCc2cc(S(=O)(=O)N3CCCCC3)cc3c2N1CC3	109	-0.3	20	3	-3.1	x	-4	0	-0.4	3.0	-14
Cc1n[nH]c(C)c1CCC(=O)N/N=C/c1c(C)[nH]c2ccccc12	109	0.8	17	-14	-3.3	-15	-13	-4	1.1	4.1	-1
CCn1c(CCNC(=O)c2ccc(C)cc2)n[nH]c1=S	113	0.0	6	-12	-1.1	-13	-5	2	5.8	1.7	-12
CC(C)N(C(=O)[C@H]1C[C@H](CC(=O)NCCc2ccccn2)C(=O)N2CCc3c([nH]c4cc(-c5ccco5)ccc34)[C@]12C)C(C)C	106	-3.6	8	-6	-1.6	14	-5	1	-0.2	-1.3	x
COc1ccc(S(=O)(=O)N(C)CC(=O)NCc2cccnc2)cc1Cl	105	-0.5	-4	-5	0.8	-15	-14	5	-1.9	3.9	-18
COc1cc(C(C)=O)ccc1OCc1cn(CC(=O)c2ccc(O)cc2)nn1	93	x	32*	-9	-6.8	-25	9	-2	x	3.1	x
COc1ccc2c(Cl)c(C(=O)OCC(=O)c3ccc4c(c3)NC(=O)CO4)sc2c1Cl	94	x	14	-10	-2.7	-10	0	-1	x	2.3	x
Cc1cc(=O)n2c(C(=O)Nc3ccc(C(=O)OC(C)C)cc3)c(C(=O)Nc3ccccc3)sc2n1	94	-0.8	-22	1	4.2	7	0	-1	1.8	3.0	4
O=C(Oc1c(-c2ccccc2Cl)oc2ccccc2c1=O)c1ccc(Cl)cc1	84	1.1	-21	4	3.9	-25	-15	-1	-0.2	3.0	-7
O=S(=O)(c1cccc(F)c1)N1CCC(CO)(Cc2cccc(F)c2)CC1	99	2.7	-6	3	1.2	-24	11	-3	5.8	2.1	-17
CC1CC(C)CN(CCCNC(=O)CN2C(=O)COc3ccc(S(=O)(=O)N4CCOCC4)cc32)C1 (stereo not given)	x	-0.9	14	-6	-2.8	9	-18	5	0.7	1.0	245
CCN(CC)c1ccc(NC(=O)Cn2c(C(C)NC(=O)c3ccccc3)nc3ccccc32)cc1 (stereo not given)	103	1.5	x	1	x	12	x	x	0.6	3.5	-3
COc1ccc(N(C)S(=O)(=O)c2cccc(C(=O)OCC(=O)N(C)c3ccccc3)c2)cc1	92	-3.7	12	-7	-2.4	8	-3	1	-2.6	0.5	-17
CCOC(=O)C1=C(C)NC(C)=C(C(=O)OCC)C1C(=O)OCC(=O)N1CCc2ccccc2C1	x	-1.1	2	1	-0.2	-2	5	-1	-0.7	1.7	4
O=C(CC1c2ccccc2Oc2ccccc21)NCc1ccco1	102	1.1	-6	8	1.1	-4	-38	4	1.8	-2.0	3
C=CCN(CC=C)CCCOc1ccccc1C(=O)OC	104	2.4	-19	13	2.5	13	-5	2	1.9	4.3	-6
C/C(Cc1ccccc1)=N\NC(=O)CNC(=O)COc1ccccc1	113	1.8	10	2	-2.0	-8	10	1	-0.4	0.7	3
CC(C)CNc1c(N)c(=O)oc2ccccc12	101	1.6	16	5	-2.8	-3	-7	-1	1.5	-0.2	1
Cc1cc(C)n(CCNS(=O)(=O)c2ccccc2)n1	95	-1.9	5	8	-0.9	-2	0	0	1.3	2.6	-10
CN(CCCN1CCOCC1)C(=O)c1cc(COc2ccc(F)cc2F)on1	98	-1.4	0	8	0.0	14	-7	1	3.6	1.1	12
CCCCNS(=O)(=O)c1ccc(NC(=O)C2c3ccccc3Oc3ccccc32)cc1	99	0.9	-38	-8	7.5	14	-20	7	4.9	4.0	19
CN1CCN(C2=NC3(CCCC3)C(C#N)C(=O)N2)CC1 (stereo not given)	x	2.5	2	-1	-0.3	x	4	-2	4.3	3.1	6
O=[N+]([O-])c1ccc(Oc2c(F)c(F)nc(N3CCCC3)c2F)cc1	x	2.9	10	-2	-1.7	-12	15	-6	2.9	2.1	16
CCC(=O)Nc1c(-c2ccccc2Cl)c(=O)c2ccccc2n1CC	106	0.9	11	10	-2.4	12	0	0	0.1	-0.7	-10
Cc1ccc2nc(C)c3c(c2c1)COC3	102	-2.9	19	7	-3.5	4	-11	-1	1.0	2.8	44
CC(C)(C)NC(=O)NC(=O)CSc1n[nH]c(-c2ccccc2Br)n1	99	0.2	17	-9	-3.5	8	-2	1	2.0	3.2	-9
Clc1cccc2sc(N3CCCC3)nc12	104	-0.5	14	-14	-2.4	-11	12	2	1.8	2.6	-18
COc1cc(C)nc(NC(=O)NC(=O)c2ccc(C(F)(F)F)cc2)n1	99	0.4	10	4	-1.9	-7	-3	1	4.6	1.4	-4
Fc1ccc(-c2nnsc2Sc2ccccn2)cc1	109	1.7	-12	-10	2.2	-2	-7	3	3.0	4.3	-3
C#CCNC(=O)C1=C[C@H](C2CCCCC2)[C@@H](CCCO)[C@H](OCC)O1	105	-0.5	14	-5	-3.1	9	-12	3	0.1	0.3	162
CCCN=C1N(CC)C[C@@H]2[C@@H]3C(=O)N(C)C(=O)[C@@H]3[C@](C)(C(=O)OC)N12	102	2.3	12	-1	-2.5	-11	-3	1	-0.2	0.4	x
CC(=O)c1ccc(N2CCN(c3ncccn3)CC2)c([N+](=O)[O-])c1	x	-1.1	17	6	-3.2	-9	-13	5	5.1	1.4	-24
CC1CN(Cc2ccccc2Cl)CC(C)O1 (stereo not given)	117	0.0	14	6	-2.3	-34	-22	0	-0.8	-3.1	-5
Cn1c(CSc2nc3ccccc3s2)nnc1SCC(=O)NCCCN1CCOCC1	90	-0.6	3	4	-0.5	-15	-17	-4	0.5	2.5	-2
CCOC(=O)/C(C#N)=C1\CCCN1CC(N)=S	80	-3.0	11	-3	-2.3	-11	-4	4	-0.9	4.9	3
COC(=O)c1ccc(Oc2ccc3nncn3n2)cc1	x	-0.4	-3	-5	0.6	x	8	1	-0.7	0.8	-10
CC(=O)Nc1ccc(S(=O)(=O)N(C)CC(=O)OCC(=O)Nc2ccc3c(c2)OCO3)cc1	103	1.0	3	-2	-0.6	5	-2	1	2.5	5.3	-4
Cc1ccc(/C=C(/NC(=O)c2ccccc2)C(=O)NCCc2c[nH]c3ccccc23)o1	101	-0.8	8	-3	-1.3	-2	6	-2	-1.5	0.9	8
Cc1cc2c(cc1S(=O)(=O)CCC(=O)NC1CCC(C)CC1)OCC(=O)N2 (stereo not given)	116	1.4	7	-3	-1.2	49	22	6	-1.4	2.1	3
Cc1nc2ccccc2c(=O)n1-c1cccc(NC(=O)c2cccs2)c1	93	1.3	11	3	-2.1	-6	3	1	0.8	2.9	-5
COc1ccc(C(=O)NCC(=O)OCc2ccc([N+](=O)[O-])cc2)cc1	109	0.2	6	-20	-0.9	35	-9	3	1.0	0.4	378
CCOC(=O)/C(C#N)=N/Nc1ccccc1OC	124	0.1	-1	6	0.2	18	-14	-1	0.2	4.0	-21
Nc1nnc(SCC(=O)Nc2cccc(Cl)c2)s1	99	x	10	0	-1.9	8	-4	2	x	1.5	x
N[C@@H](Cc1cc(I)c(O)c(I)c1)C(=O)O	114	-0.3	-19	9	3.5	3	-18	9	-2.5	2.9	14
COc1ccc(NC(=O)CN(C)S(=O)(=O)c2ccc3c(c2)CCC(=O)N3)c(OC)c1	106	-1.6	6	-7	-1.2	-12	15	-6	-1.2	2.4	16
O=C1c2ccccc2S(=O)(=O)N1CCS(=O)(=O)c1ccc(F)cc1	91	-2.4	10	2	-1.9	1	9	-2	-0.5	1.7	-5
C/C(=N\N=C(/N)SC1CC(=O)N(c2ccc(Cl)c(Cl)c2)C1=O)c1cccs1 (stereo not given)	78	0.4	-18	0	3.3	3	-11	0	3.5	3.3	2
CCC(=O)Nc1cc(C(C)C)c(O)cc1C	81	-0.1	4	2	-0.7	-13	11	-1	2.4	4.6	329
C(=N\N1CCN(C(c2ccccc2)c2ccccc2)CC1)/c1ccc2c(c1)OCO2	97	1.2	1	-9	-0.2	15	-2	1	0.2	1.3	27

Pulled one by one from the entries so far, 2 records:
SMILES	Pemphigus Ab inh	Ecoli viability	OPRM1-OPRD1 inv	PKA-R1A activ	OPRM1-OPRD1 ag	PfHsp90 yeast 2	HTR5A inv ctr	HTR5A ag ctr	AddAB inh	phage Ecoli inh	SUMO Mot1 rescue
O=C(CCS(=O)(=O)c1cccc2nonc12)NC1CCCCCC1	x	-1.5	6	-1	-1.1	14	-27	10	-0.3	1.5	18
Cn1c(CSc2nc3ccccc3s2)nnc1SCC(=O)NCCCN1CCOCC1	90	-0.6	3	4	-0.5	-15	-17	-4	0.5	2.5	-2

Source: PubChem BioAssay
